# From PubChem
# SENP8 block-1 – SENP8 protease inhibition | Q96LD8 | purified SENP8, Z-RLRGG-aminoluciferin cleavage, luminescence | 1.2% of 330,000 active | inhibition, % at 10 µM | AID 2540; in the data active means inhibition above about 50%
# Target sequence (Q96LD8 whole entry, looked up): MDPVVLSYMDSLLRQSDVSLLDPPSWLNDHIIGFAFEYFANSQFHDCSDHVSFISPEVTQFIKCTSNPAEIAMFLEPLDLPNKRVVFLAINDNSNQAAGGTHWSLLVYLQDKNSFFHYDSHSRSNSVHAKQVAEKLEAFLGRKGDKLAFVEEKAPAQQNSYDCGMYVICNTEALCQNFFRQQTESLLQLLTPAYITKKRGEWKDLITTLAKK
# SENP6 inh – SENP6 protease inhibition | Q9GZR1 | 1.8% of 330,000 active | Recombinant SENP6 catalytic domain, aminoluciferin luminescence | inhibition, % at 10 µM | AID 2599;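 active means inhibition above about 50% at the single tested dose, limit read from the data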;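 further: plate controls were DMSO wells with enzyme for no effect and DMSO wells lacking enzyme for full effect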
# HKDC1 inh – blocks human hexokinase HKDC1 activity; recombinant HKDC1, G6PDH/diaphorase resazurin coupled fluorescence; Q2TB90; inhibition, % at 20 µM; 0.16% of 340,000 active;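 active means inhibition above about 35% when tested at 20 µM, limit read from the data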;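 further: plate controls were DMSO wells with enzyme for no effect and DMSO wells lacking enzyme for full effect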
#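 Test system: HK5 enzyme. Quantity: 5 µg/mL HK5 final. Reagent: glucose and ATP substrates. Schedule: 90 min reaction incubation at room temperature, dark. Technique: resazurin-to-resorufin fluorescence via G6PDH and diaphorase coupling, 525/613 nm. Control set: DMSO wells with and without enzyme mix.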
# SENP7 inh – SENP7 protease inhibition; Q9BQF6; recombinant SENP7, Z-RLRGG-aminoluciferin luminescence, 40 min; inhibition, % at 5 µM; 1.5% of 330,000 active; AID 434973;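 active means inhibition above about 50% at the single test dose, limit read from the data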;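 further: plate controls were DMSO with enzyme for no effect and no enzyme buffer wells for full effect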
# Target sequence (Q9BQF6 706-1050 limits assumed): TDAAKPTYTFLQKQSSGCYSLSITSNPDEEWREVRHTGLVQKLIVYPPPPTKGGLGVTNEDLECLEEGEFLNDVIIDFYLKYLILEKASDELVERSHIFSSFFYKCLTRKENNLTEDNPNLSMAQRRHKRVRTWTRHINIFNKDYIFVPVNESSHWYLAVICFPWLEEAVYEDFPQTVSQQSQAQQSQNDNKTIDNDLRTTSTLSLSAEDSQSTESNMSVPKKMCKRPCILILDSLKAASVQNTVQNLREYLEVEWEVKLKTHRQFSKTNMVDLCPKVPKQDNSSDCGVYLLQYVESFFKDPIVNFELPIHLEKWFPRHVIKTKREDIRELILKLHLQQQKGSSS
# SENP1 inh – blocks the human SENP1 SUMO protease catalytic domain; Q9P0U3; recombinant SENP1 catalytic domain, CyPet-SUMO1-YPet FRET cleavage; inhibition, % at 10 µM; 0.21% of 360,000 active; AID 624204;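 active means inhibition at least 30% at 10 µM, raw YFP signal under a set limit, fluorescence ratio 0.5 to 1.5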;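 further: 0% = enzyme with DMSO and 100% = no enzyme wells; some results filed as inactive read as strong as hits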
# Target sequence (Q9P0U3 419-644 limits assumed): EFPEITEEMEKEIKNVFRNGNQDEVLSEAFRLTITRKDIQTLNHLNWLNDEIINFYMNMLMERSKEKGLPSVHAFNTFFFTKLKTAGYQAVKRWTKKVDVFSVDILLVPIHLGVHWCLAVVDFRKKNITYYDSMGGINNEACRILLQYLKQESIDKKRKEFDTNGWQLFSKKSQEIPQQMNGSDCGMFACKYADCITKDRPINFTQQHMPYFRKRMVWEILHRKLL
#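 Assay system – human recombinant His6-tagged SENP1 catalytic domain enzyme · Input – SENP1 enzyme, 20 pM final · Buffer or medium – Tris pH 8 buffer plus EDTA, NaCl, BME, BSA, NP40, catalase · Schedule – 50 min reaction at room temperature · Technique – FRET read of cyan and yellow fluorescence · Control set – no-enzyme wells low, DMSO-plus-enzyme wells high control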
# PfG6PD inh – PfG6PD (Plasmodium falciparum) enzyme inhibition. PfGluPho enzyme, NADPH resazurin-diaphorase fluorescence. inhibition, % at 20 µM. 0.78% of 350,000 active;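 active means inhibition reaching at least a set limit at 20 µM in the primary screen, cut at about 59% in these data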;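 further: 0% = DMSO wells with substrate and 100% = DMSO wells lacking glucose-6-phosphate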
# beta cell repl – induces beta-cell replication in MIN6 cells. 0.29% of 330,000 active. MIN6 cells proliferation, ATPlite luminescence, 48 h; cells starved in 0.2% serum; 100% = growth in 10% serum. proliferation, % at 10 µM;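 active means compounds whose signal lies at least 3.5 SD above the mean of all wells on their plate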;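 further: 0% = DMSO-treated cells in low-serum medium and 100% = 10% serum control; some compounds called inactive have numbers as strong as hits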
# SENP8 block-2 – blocks human SENP8 cleavage of Nedd8 substrate; recombinant SENP8, Nedd8 substrate fluorescence; inhibition, % at 20 µM; 0.64% of 360,000 active; AID 602440; in the data active means inhibition mostly above about 40%, no sharp cut-off; inactive means mostly below about 27%
# UBC13 polyUb – inhibitors of human UBC13 polyubiquitin chain formation. TR-FRET. inhibition, % at 20 µM. 0.47% of 330,000 active. P61088; in the data active means inhibition above about 45%, passing the limit was not always enough
# Target sequence (P61088 whole entry, looked up): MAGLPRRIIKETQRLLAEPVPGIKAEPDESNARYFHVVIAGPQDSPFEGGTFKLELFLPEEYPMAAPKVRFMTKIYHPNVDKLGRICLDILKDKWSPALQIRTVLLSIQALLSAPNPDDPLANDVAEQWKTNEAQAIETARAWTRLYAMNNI
# * marks the source's active call; other numbers are inactive results; x = not tested or not shown.
SMILES,SENP8 block-1,SENP6 inh,HKDC1 inh,SENP7 inh,SENP1 inh,PfG6PD inh,beta cell repl,SENP8 block-2,UBC13 polyUb
O=C(Cc1ccc(Cl)cc1)Nc1ccc(N2CCN(C(=O)c3ccco3)CC2)cc1,-4,7,-2,2,4,-4,0,16,-2
CC(C)[C@H](NC(=O)N1CCn2c1nc1ccccc12)C(=O)N[C@@H](C(=O)O)c1ccccc1,-3,3,0,-5,4,-22,1,21,-10
CC(C)CN(CCNC(=O)CN1C(=O)COc2ccc(S(=O)(=O)N3CCC(C)CC3)cc21)CC(C)C,-6,-5,2,3,1,-3,0,12,0
CS(=O)(=O)NCCNc1cc(Cl)ccc1[N+](=O)[O-],4,11,-10,0,5,0,-2,20,-21
COCCN1C(=O)/C(=C2/C(=O)N(CC(=O)Nc3ccccc3Cl)c3ccccc32)SC1=S,5,-4,0,0,2,-13,1,8,-37
O=C(CNC(=O)c1ccc(Br)o1)NC1CCCCC1,3,-7,-6,3,1,9,0,7,8
CCN(CC(=O)Nc1ccc(OC)cc1)C(=O)Cc1coc2cc(C)c(C)cc12,4,3,-3,10,1,-2,-6,11,11
COc1cccc(NC(=O)N2CCN(c3nc(-c4cccc(OC)c4)cs3)CC2)c1,-4,-1,-4,9,1,13,-4,11,-8
CCCCn1c(-c2ccc(OC)cc2)nc2c(=O)n(C)c(=O)[nH]c21,2,15,-1,-4,-10,5,-1,-280,7
CN(c1ccc(OCC(=O)N2CCCC2)cc1)S(=O)(=O)c1ccc(Cl)cc1,-1,-10,1,-1,1,-15,-2,11,4
CC(C)(C)OC(=O)C[C@H]1C/C=C\C[C@H](CC(=O)NCCO)C(=O)N[C@@H](c2ccccc2)COC1=O,-4,-7,-5,-4,0,-8,0,0,-15
CCC(=O)N1CC2(c3ccccc3)CN(C(=O)CC)CC(c3ccccc3)(C1)C2=O,-6,-3,-2,-4,1,0,-4,17,-11
O=C(/C=C/c1ccc([N+](=O)[O-])cc1)Nc1ncc([N+](=O)[O-])s1,x,x,5,x,-10,-24,x,24,x
CCNC(=S)N1CCCCC1CO (stereo not given),-8,-26,-12,1,0,1,-2,12,-4
COc1ccc(-c2cn3c(C)c(C(=O)N4CCCc5ccccc54)sc3n2)cc1,2,-4,4,-5,0,39,-5,24,12
O=C1c2cccc(OCC(=O)N3CCCc4ccccc43)c2CCN1Cc1cccnc1,-11,2,-5,-8,1,-8,-1,6,-4
C/C(=N\NC(=O)c1nc2ccccn2c1C)c1cccc([N+](=O)[O-])c1,7,8,-6,0,1,12,-4,16,-4
CC(=O)c1cccc(OCc2cc(C(=O)N(C)CCc3ccccn3)no2)c1,6,-9,-5,0,-1,-16,2,13,2
O=C(NCC1OCCCN1S(=O)(=O)c1cc(F)ccc1F)C(=O)NC1CCCC1 (stereo not given),0,-20,-3,-7,1,-5,2,9,2
Cc1sc(NC(=O)CS(=O)(=O)c2ccccc2)c(C#N)c1C,-2,0,0,4,1,3,0,4,10
CC(C)/C=C/CN1CCN(CCCc2ccccc2)C(CCO)C1 (stereo not given),-6,-2,-8,-11,-2,-2,-2,5,4
CCCOc1ccc(/C=N/NC(=O)CN2CCCCC2)cc1,-1,1,-7,9,-1,-2,-2,15,1
COc1cc(OC)cc(-c2cc3nc(C)c(CCC(=O)NC(C)CCc4ccco4)c(C)n3n2)c1 (stereo not given),8,7,5,7,1,-8,-2,-191,13
Cc1ccc(S(=O)(=O)NCC(=O)Nc2cccnc2)cc1C,-4,4,-6,-1,-1,7,-1,4,-1
CCc1ccc(NC(=O)CN(c2ccccc2)S(=O)(=O)N(C)C)cc1,-8,18,2,2,3,-1,0,3,0
# Following part
SMILES,SENP8 block-1,SENP6 inh,HKDC1 inh,SENP7 inh,SENP1 inh,PfG6PD inh,beta cell repl,SENP8 block-2,UBC13 polyUb
Cc1ccc2[nH]c(=O)c(CN(Cc3cccs3)Cc3nnnn3Cc3ccccc3)cc2c1,8,5,-2,0,-7,19,-4,-90,3
Cc1ccc(CNC(=O)C2CCN(S(=O)(=O)c3cnc[nH]3)CC2)cc1,1,1,-10,5,3,-8,3,4,1
CCOC(=O)C1(CC2CC2)CCN(Cc2cnc(-c3ccccc3C)nc2)CC1,-2,-26,15,6,2,-8,-2,5,7
Cc1ccc(S(=O)(=O)N2CCCCC2)cc1NC(=O)CN1C(=O)CN(C)C1=O,-3,-8,-6,10,-1,3,-2,12,8
O=C(Nc1nnc(-c2ccco2)o1)C1CCCCC1,-7,-5,-4,10,1,0,2,12,-3
Cc1ccc2cc3c(N)[nH]nc3nc2c1,4,5,15,8,-6,13,0,8,-6
O=C(N/N=C/c1cccc(Cl)c1Cl)Nc1ccccc1,-6,-2,-5,9,1,-6,-2,17,11
CCN1C(=O)C(CC(=O)Nc2ccc(Cl)cc2)N(NC(=O)c2ccncc2)C1=S (stereo not given),-6,-3,7,-7,0,1,-4,26,-6
OCCNC(=S)NCc1ccccc1,2,-4,-7,-6,1,5,-4,19,6
COc1ccc(-c2nc(SC(C)C(=O)Nc3ccc(NC(C)=O)cc3)n[nH]2)cc1 (stereo not given),-7,-5,26,-3,1,25,6,6,0
O=C(CN1CCOCC1)N1CCN(c2nnc(-c3ccccc3)c3ccccc23)CC1,-3,-25,7,-12,0,-17,-1,22,-4
COc1ccccc1CNCC(c1ccccc1)c1ccccc1,5,-16,x,7,1,x,-3,13,2
O=C(Nc1nccs1)C1CCN(S(=O)(=O)c2c(Cl)cccc2Cl)CC1,-1,-9,4,-7,0,-17,-4,23,4
COc1ccc(OC)c(S(=O)(=O)NCc2cn3ccsc3n2)c1,-3,12,-5,8,0,-15,0,-4,5
CC1CC(C)CN(S(=O)(=O)c2ccc(C(=O)Nc3sccc3C(N)=O)cc2)C1 (stereo not given),5,1,6,-3,-1,-8,1,-10,-8
Cc1ccc(C)c2sc(NC(=O)CN3C(=O)CCC3=O)nc12,-5,-4,-6,3,-1,-2,-1,18,4
COc1ccc(CN(C2CCCC2)S(=O)(=O)c2ccc(-n3cnnn3)cc2)cc1,-8,-14,-1,4,-1,13,-2,44*,8
O=C(/C=C/c1cccc(F)c1)Nc1nccs1,26,40,-3,46,-1,17,1,-32,3
NC(=O)C[N+]1(CC#CC(O)(c2ccccc2)c2ccccc2)CCCC1,2,1,-20,-2,1,-3,-3,1,-1
C=CCn1c(SCC(=O)N(CC)CC)nc(O)cc1=O,4,-2,3,-4,0,-1,-3,17,-2
Cc1cc(C)cc(NC(=O)CSc2nnc(CNC(=O)c3cccs3)o2)c1,-4,-12,-2,1,3,-2,-1,-2,2
COc1ccc(N2CCN(C(CNC(=O)C(=O)NCc3cccnc3)c3ccco3)CC2)cc1 (stereo not given),-4,-10,0,2,2,5,1,14,-5
Cc1csc2ncnc(N3CCN(C(=O)Nc4ccc(OC(F)(F)F)cc4)CC3)c12,3,7,-5,-4,-1,8,-3,-2,6
CCCc1nn2c(=O)cc(CSCC(=O)Nc3ccc(C)cc3)nc2s1,-1,5,-7,5,-2,-11,4,16,-9
CCn1c(SCC(=O)Nc2cccc(NC(C)=O)c2)nnc1-c1ccco1,2,-18,1,0,-1,8,3,10,3
# Other compounds
SMILES,SENP8 block-1,SENP6 inh,HKDC1 inh,SENP7 inh,SENP1 inh,PfG6PD inh,beta cell repl,SENP8 block-2,UBC13 polyUb
COc1ccc2nc(NC(=S)NC(=O)c3ccco3)sc2c1,-6,16,-8,14,2,21,-4,13,-11
CCN(CC)CCn1c(NCc2nc3ccccc3n2Cc2ccccc2)nc2ccccc21,0,1,11,1,-4,-8,-4,7,26
CSc1nnc2c3ccccc3n(CCc3ccccc3)c2n1,2,1,4,6,-1,17,-4,16,26
Cc1cc2ccccn2c1C(=O)c1cccc(F)c1,-1,-25,1,-3,2,-9,-1,22,6
O=[N+]([O-])c1cccc(S(=O)(=O)NCCc2cccs2)c1,-1,-2,4,2,-1,27,-2,12,0
O=C1NC(=S)N/C1=C\c1cccc([N+](=O)[O-])c1,-4,4,-8,0,1,-8,1,23,1
CCC(=S)/C=C1\Sc2ccccc2N1CCCS(=O)(=O)O,14,5,0,-3,0,20,-3,15,0
CCN(CCNC(=O)C1CCN(S(=O)(=O)c2cccc3nsnc23)CC1)c1ccccc1,-11,9,-2,1,-12,5,-2,26,-15
CN(C(=O)C1CCN(S(=O)(=O)c2cccs2)CC1)c1ccccc1,-6,-27,-4,3,0,3,0,14,20
C[C@H]1C[C@H]2[C@@H]3CCC4=CC(=O)C=C[C@]4(C)[C@@]3(Cl)[C@@H](O)C[C@]2(C)[C@@]1(O)C(=O)CO,-12,7,-2,5,0,-16,-2,-5,6
CCCSc1nnc(Sc2nnnn2-c2ccccc2)s1,0,-7,3,12,3,1,-6,22,-2
CCn1nnc(NC(=O)c2ccc([N+](=O)[O-])o2)n1,-7,-7,-4,-2,0,12,-3,25,-22
Fc1ccc(N2CCN(Cc3cnc(Cl)s3)CC2)cc1,-4,-40,-6,-6,2,5,0,6,5
O=C(OC1CCCCC1=O)c1ccc(F)c(S(=O)(=O)N2CCOCC2)c1 (stereo not given),4,6,0,3,-1,-10,-1,13,-1
CCOC(=O)/C(=N\Nc1ccc(C(C)=O)cc1)c1csc(Nc2ccccc2)n1,10,0,-12,7,-21,4,-2,-336,-6
COC(=O)N1CC(C)N(C(=O)OC)CC1C (stereo not given),-3,-8,-13,7,0,-16,-1,15,3
CCCCOc1ccc(C(=O)NN2C(=O)NC3(CCCCC3)C2=O)cc1OC,9,9,-3,-1,2,-22,1,8,5
Cc1cccc(-c2nc(S(=O)(=O)c3ccc(F)cc3)c(NCCCN3CCOCC3)o2)c1,-8,-9,-2,-10,1,6,-6,-18,-5
C[C@]12c3[nH]c4ccc(Cl)cc4c3CCN1C(=O)[C@@H](CC(=O)NCCCn1ccnc1)C[C@@H]2C(=O)N1CCCCC1,x,x,-2,6,0,9,x,2,x
COc1ccc(C(=O)NCC(=O)OCCCOC(=O)CNC(=O)c2ccc(OC)c(OC)c2)cc1OC,-3,0,0,4,-1,-11,3,-2,-5
CCCCC(=O)N1CCCC(c2nc(-c3cccc(OC)c3)no2)C1 (stereo not given),-6,-7,-10,-1,0,3,-2,4,11
Cc1cccc(N(C)C(=O)CN(C)S(=O)(=O)c2ccc3c(c2)c(=O)n(C)c(=O)n3C)c1,6,-5,2,7,-1,-15,-3,14,-2
CCCN(CC(=O)Nc1ccccc1C)C(=O)c1cccc(S(=O)(=O)N2CCc3ccccc3C2)c1,-10,-16,-1,-7,2,8,-6,0,11
